Source: PubChem
INS-1E GSIS act: GLuc luminescence reporter in INS-1E cells, primary screen for activators of glucose-dependent secretion of insulin; INS-1E GLuc reporter insulin secretion, 2-3 h; activation, % at 16.6 µM; 370,000 compounds, 0.61% hits;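 active = lowest replicate activation of at least 40%, so every replicate reaches that level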;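 also: 0% = median of neutral control wells and 100% = median of IBMX positive control wells; some compounds called inactive have numbers as strong as hits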
E-sel inducer: E-selectin induction on HUVECs | HUVEC E-selectin immunofluorescence imaging; normalized: neutral wells 0, TNF-alpha wells 100 | P16581 | AID 686992 | activation, % at 7.58 µM | 260,000 compounds, 0.37% hits;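 active = mean E-selectin-positive cell signal at least 10% of the positive control, reached in at least 60% of replicates, without over 20% cell loss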;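 also: in these data hits start at about 27%; measured in HUVEC primary endothelial cells; signal is the percent of cells scored E-selectin positive by PE staining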
Target sequence (P16581 whole entry, looked up): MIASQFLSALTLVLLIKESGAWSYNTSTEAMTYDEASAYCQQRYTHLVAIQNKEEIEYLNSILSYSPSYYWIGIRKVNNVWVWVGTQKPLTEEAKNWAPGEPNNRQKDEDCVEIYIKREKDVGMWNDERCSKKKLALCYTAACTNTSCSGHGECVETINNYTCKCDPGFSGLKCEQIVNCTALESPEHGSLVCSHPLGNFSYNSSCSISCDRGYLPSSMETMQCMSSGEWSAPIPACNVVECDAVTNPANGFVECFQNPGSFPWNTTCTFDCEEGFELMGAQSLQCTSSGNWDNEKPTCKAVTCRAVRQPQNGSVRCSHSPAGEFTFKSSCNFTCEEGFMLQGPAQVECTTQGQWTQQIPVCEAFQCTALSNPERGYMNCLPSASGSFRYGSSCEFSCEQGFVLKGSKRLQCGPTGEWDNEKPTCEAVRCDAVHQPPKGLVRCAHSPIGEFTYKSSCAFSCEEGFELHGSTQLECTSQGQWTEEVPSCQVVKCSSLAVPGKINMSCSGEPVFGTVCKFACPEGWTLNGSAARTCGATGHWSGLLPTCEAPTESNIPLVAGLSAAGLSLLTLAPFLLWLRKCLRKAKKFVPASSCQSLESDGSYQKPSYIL
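Assay system: HUVEC, human umbilical vein endothelial cells / Amount: 3,000 HUVEC/well / Controls: TNF-alpha positive control, DMSO neutral control / Compound dosing: single concentration / Medium: EGM-2 over gelatin coat / Evaluation: percent E-selectin-positive cells / Signal: immunofluorescence imaging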
CFTR F508del cor: correctors of CFTR F508del function in bronchial epithelial cells. CFBE cells, YFP halide quenching; stimulated with forskolin plus potentiator P3; % fluorescence drop versus neutral controls. activity (quench increase), % at 7.58 µM. 350,000 compounds, 0.36% hits. AID 720511;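 active = mean added fluorescence quench of at least 8% versus neutral control, with both replicates also reaching 8%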;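 also: cells transiently co-express mutant CFTR-F508del with the halide-sensitive YFP; corrector assay measuring rescue of mutant channel to the surface after 24 h compound exposure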
DENV2 CPE: inhibitors of DENV2 cytopathic effect; DENV2-infected cells, cytopathic effect rescue, plate reader; CPE inhibition, % at 9.99 µM; 350,000 compounds, 1.7% hits; in the data active = CPE inhibition above about 20%, passing the limit was not always enough; tested in BHK-21 cells;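 also: 0% = median of neutral control wells and 100% = median of positive control wells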
XiGFP reactiv: reactivates the inactive X chromosome in mouse fibroblasts. XiGFP mouse fibroblasts, % GFP-positive cells imaging, 3 d; cells co-treated with 5-aza-dC sensitizer; scaled so ellipticine positive control = 100%. activation, % at 7.58 µM. 360,000 compounds, 0.055% hits;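 active = mean normalized replicate activation at least 10% and every replicate at or above 10%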;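 also: 0% = median of on-plate neutral control wells and 100% = ellipticine 6 µM median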
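Schedule: 3 d treatment, 15 min room-temperature fixation; system: 68-5-11 XiGFP fibroblast line; buffer or medium: DMEM plus 5-aza-dC sensitizer; control set: ellipticine 6 µM positive control; compound: one concentration, pinned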
Casp6 inh: caspase-6 (human) enzyme inhibition | inhibition, % at 12.5 µM | 350,000 compounds, 0.53% hits | purified caspase-6, Z-VEID-R110 cleavage fluorescence | P55212;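 active = mean inhibition across replicates at least about 35%, with every replicate also reaching that limit, limit read from the data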;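 also: 0% = median of neutral control wells and 100% = no fluorescence left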
RAD54 branch: RAD54 (human) branch migration inhibition; Q92698; RAD54 Holliday junction branch migration, FAM/BHQ fluorescence; inhibition, % at 10.4 µM; 360,000 compounds, 0.14% hits;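 active = mean normalized replicate activity at least 40 and at least half of replicates scoring 40 or more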;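 also: 0% = median of neutral control wells and 100% = median of positive control wells; inhibitors cause a drop in the FAM fluorescence signal; in these data hits start at about 50%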
RAD52 inh: blocks human RAD52 DNA annealing; P43351; recombinant RAD52 DNA annealing, FRET fluorescence; inhibition, % at 18.7 µM; 360,000 compounds, 0.46% hits; AID 651710;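 active = every replicate showing at least 50% inhibition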
Target sequence (P43351 whole entry, looked up): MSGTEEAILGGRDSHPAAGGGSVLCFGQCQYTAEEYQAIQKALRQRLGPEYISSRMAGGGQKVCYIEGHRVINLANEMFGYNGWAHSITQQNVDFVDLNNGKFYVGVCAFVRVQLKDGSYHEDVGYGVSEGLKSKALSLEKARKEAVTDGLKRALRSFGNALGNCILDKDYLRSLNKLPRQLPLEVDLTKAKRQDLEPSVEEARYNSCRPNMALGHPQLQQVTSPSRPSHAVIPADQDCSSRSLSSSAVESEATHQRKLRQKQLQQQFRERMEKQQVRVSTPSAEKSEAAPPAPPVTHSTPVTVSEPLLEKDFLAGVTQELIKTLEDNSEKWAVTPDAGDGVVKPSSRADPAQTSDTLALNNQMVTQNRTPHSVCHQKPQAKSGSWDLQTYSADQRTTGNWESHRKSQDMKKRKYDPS
* hit, by the source's call; / = not tested or not shown; & = joins results of further samples.

SMILES	INS-1E GSIS act	E-sel inducer	CFTR F508del cor	DENV2 CPE	XiGFP reactiv	Casp6 inh	RAD54 branch	RAD52 inh
CCOc1cc(CN2CCCC(CNC(=O)c3ccc(F)cc3)C2)ccc1OC (stereo not drawn)	0	-0.1	1.3	13	0.0	-3	/	-10
CCOc1cc(C(=O)NCC(=O)N2CCC3(CC2)NCCc2[nH]cnc23)cc(OCC)c1OCC	12	-0.1	2.0	-7	0.0	-1	7	1
CCc1ccc(NC(=O)CC2C(=O)NCCN2C(=O)c2ccc(F)cc2)cc1 (stereo not drawn)	-1	-1.5	-1.7	-9	0.1	0	1	-10
O=C1CCN(Cc2ccc(O)cc2)CCN1[C@H](CO)c1ccccc1	-2	0.0	-1.9	12	0.0	-4	6	1
CC(Oc1ccc(Br)cc1)C(=O)N1CCN(c2ccccn2)CC1 (stereo not drawn)	-13	3.1	-3.7	0	0.0	-1	10	0
CCCn1c(C(C)NC(C)=O)nc2ccccc21 (stereo not drawn)	9	0.2	-4.7	-5	-0.1	-4	-5	-5
C[C@H](O)C#Cc1ccc([C@H]2[C@@H](CO)N3CCCCN(C(=O)c4cccc(F)c4)C[C@@H]23)cc1	-1	-0.5	-2.1	8	0.0	-1	-6	-9
COC(=O)Cc1ccc(NC(=S)NNC(=O)C2CC2)cc1	-4	-0.2	0.9	7	0.0	-1	-19	-8
C[C@H](NC(=O)c1[nH]cnc1C(=O)Nc1ccccc1)C(=O)OC(C)(C)C	9	0.1	-1.6	-9	0.0	3	-5	-16
O=C(NCCc1csc(-c2ccccc2)n1)c1ccc(Br)o1	7	11	-0.7	-4	0.1	3	-6	-11
Cc1ccccc1-c1nc(CS(=O)(=O)CC(=O)NCCCN2CCN(C)CC2)c(C)o1	12	/	1.6	1	0.1	-65	8	-8
CCN(C(=O)c1cc2c(s1)-c1ccccc1OC2)c1cc(OC)ccc1OC	3	0.2	0.6	16	0.3	-1	-1	-6
COc1ccc(NS(=O)(=O)c2cc3c(cc2C)N(C(C)=O)CCO3)cc1OC	/	-0.4	0.6	-5	0.0	0	1	-7
Cc1ccc(SCC(=O)O/N=C(\N)c2cccc([N+](=O)[O-])c2)cc1	1	/	-1.8	/	/	1	4	-6
COCCNC(=O)C(c1ccc(F)cc1)N(CCOC)C(=O)CCC(=O)Nc1ccccn1 (stereo not drawn)	-1	/	-1.2	1	0.1	/	5	0
CC(C)NC(=O)C1(C#N)C=C1c1ccccc1 (stereo not drawn)	-14	-0.2	-1.7	-12	0.0	5	/	-14
CCNC(=O)[C@H]1[C@H](CO)[C@H]2Cn3c(ccc(-c4cccc(OC)c4)c3=O)[C@H]2N1Cc1nccs1	3	-0.2	0.1	2	0.3	-1	-5	6
Cc1ccc(NC(=O)NC(=O)N(C(C)C)S(C)(=O)=O)nc1	2	/	/	1	-0.1	-3	-9	-8
C[C@@H]1CN([C@@H](C)CO)C(=O)Cc2cc(NC(=O)Nc3ccc(C(F)(F)F)cc3)ccc2O[C@@H]1CN(C)Cc1ccc(Oc2ccccc2)cc1	8	1.1	4.0	-18	0.0	1	-2	4
C=CCn1c(C)cc(C(=O)COc2ccc(N(C)S(=O)(=O)c3ccc(NC(C)=O)cc3)cc2)c1C	-15	1.8	-2.3	2	0.1	-2	-2	-30
COc1cc(OC)cc(C(=O)N[C@H](C(=O)Nc2cc(C)cc(C)c2)C(C)C)c1	-5	/	0.9	-2	0.2	-3	9	-6
CCSc1nnc(-c2cc(Br)ccc2N)c(=O)[nH]1	3	/	-0.2	7	0.0	1	/	-32
COc1ccc(NC(=O)Nc2ccc3c(c2)C(=O)N([C@@H](C)CO)C[C@H](C)[C@H](CN(C)Cc2ccc(Oc4ccccc4)cc2)O3)cc1	18	-0.3	-0.9	10	0.1	2	-5	3
COc1ccccc1NC(=O)N[C@@H]1CC[C@H](CCNS(=O)(=O)c2ccccc2)O[C@@H]1CO	4	0.2	-2.6	-1	0.9	0	5	8
CCCN(CCC)Cc1cc(=O)oc2ccccc12	5	-0.7	0.2	-2	0.0	-1	/	-23

An excerpt from above in order of formula weight, highest first.
SMILES	INS-1E GSIS act	E-sel inducer	CFTR F508del cor	DENV2 CPE	XiGFP reactiv	Casp6 inh	RAD54 branch	RAD52 inh
C[C@@H]1CN([C@@H](C)CO)C(=O)Cc2cc(NC(=O)Nc3ccc(C(F)(F)F)cc3)ccc2O[C@@H]1CN(C)Cc1ccc(Oc2ccccc2)cc1	8	1.1	4.0	-18	0.0	1	-2	4
COc1ccc(NC(=O)Nc2ccc3c(c2)C(=O)N([C@@H](C)CO)C[C@H](C)[C@H](CN(C)Cc2ccc(Oc4ccccc4)cc2)O3)cc1	18	-0.3	-0.9	10	0.1	2	-5	3
CCOc1cc(CN2CCCC(CNC(=O)c3ccc(F)cc3)C2)ccc1OC (stereo not drawn)	0	-0.1	1.3	13	0.0	-3	/	-10

Following part
SMILES	INS-1E GSIS act	E-sel inducer	CFTR F508del cor	DENV2 CPE	XiGFP reactiv	Casp6 inh	RAD54 branch	RAD52 inh
c1ccc(NCc2ccccn2)cc1	-4	2.4	0.2	-3	0.2	-4	/	1
C/C(=N\NC(=O)c1ccco1)c1ccc(NC(=O)c2ccccc2)cc1	8	/	-1.4	-5	0.0	1	/	-15
O=C(O)C1C2CCC(C2)C1C(=O)Nc1ccc(Cl)c(Cl)c1 (stereo not drawn)	34	/	2.2	-1	0.3	5	/	-15
CC(=O)N1[C@H](C(=O)N2CCc3ccccc3C2)[C@@H](CO)[C@@H]2Cn3c(ccc(-c4cccnc4)c3=O)[C@@H]21	1	-0.4	-1.5	-8	0.0	-3	8	-6
COc1ccccc1C(=O)NC(=O)COc1ccc(Cl)cc1Cl	13	0.4	0.6	3	0.0	1	-2	-23
C/C(=N\OCc1ccc(C#N)cc1)c1cc2ccccc2o1	2	/	-1.8	-7	-0.1	4	1	-7
COc1ccccc1NC(=O)CCN1CCN(C)CC1	3	/	4.4	-1	0.1	2	/	-21
C[C@@H]1CN([C@@H](C)CO)S(=O)(=O)c2ccc(Br)cc2O[C@@H]1CN(C)Cc1ccc(C(=O)O)cc1	-8	0.2	1.4	7	-0.4	3	1	-2
CN1[C@H](CO)[C@@H]2c3ccccc3N(C(=O)C3CCOCC3)C[C@@H]21	5	0.0	-1.8	6	0.3	1	7	-12
CCCC(C)c1nnc(NC(=O)C2CCCO2)s1 (stereo not drawn)	4	/	-0.3	/	/	2	-14	-2
Brc1ccccc1OCCCCN1CCCCC1	/	1.8	1.8	13	0.2	-1	-10	0
CN(C)CCCNC(=O)C[C@@H]1CC[C@@H]2[C@H](COc3ccc(NC(=O)C4CCC4)cc3C(=O)N2C)O1	10	0.0	0.0	0	0.2	-28	-3	-5
O=C(CN1CCc2ccccc2C1)Nc1ccc(OC(F)(F)F)cc1	-3	0.2	-1.4	18	0.0	-1	4	-11
CCc1ccc(C(C)NC(=O)Cc2ccc(F)cc2)cc1 (stereo not drawn)	0	0.1	-3.1	/	0.1	10	/	-20
CCOc1ccc(NC(=O)COC(=O)c2ccc3ncsc3c2)cc1OCC	25	-0.2	-0.1	17	0.0	6	/	-8
O=C(Nc1cccc2nsnc12)c1cccnc1Cl	13	1.8	2.7	1	0.1	2	/	-26
C[C@H]1CCCCO[C@H](CN(C)C(=O)Nc2ccc(C(F)(F)F)cc2)[C@@H](C)CN([C@@H](C)CO)C(=O)c2cc(NS(=O)(=O)c3ccc(Cl)cc3)ccc2O1	8	0.0	-3.4	-6	0.2	6	12	-47
COc1ccc(Cl)cc1NC(=O)COC(=O)CCCC1=NS(=O)(=O)c2ccccc2N1	-4	/	-3.8	5	0.0	-2	-8	-4
CC(CCc1ccccc1)NC(=O)Cn1cccc1C(=O)c1ccccc1 (stereo not drawn)	-21	/	0.5	1	0.0	2	-6	-4
CCC(=O)N1C[C@H](C)[C@@H](OC)CN(C)C(=O)c2cc(NC(=O)C3CCCCC3)ccc2OC[C@H]1C	15	-0.2	0.7	6	-0.5	-2	-1	-23
O=C(O)CCCC(=O)N1N=C(c2ccccc2)CC1c1cccs1 (stereo not drawn)	50	0.0	-2.3	2	0.2	0	3	-15
C[C@H](CO)N1C[C@H](C)[C@@H](CN(C)Cc2ccc(-c3ccccc3)cc2)Oc2c(NC(=O)c3cnccn3)cccc2C1=O	-35	-3.2	-3.4	8	-1.1	3	6	-47
C[C@H](CO)N1C[C@H](C)[C@H](CN(C)C(=O)Nc2ccccc2)Oc2ccc(NC(=O)CCCCCC(=O)Nc3ccccc3N)cc2C1=O	-9	-0.2	-2.5	52*	-0.4	2	/	5
O=S(=O)(c1ccc(SCCOc2ccc(Cl)cc2)nc1)N1CCCC1	-17	-1.4	-0.9	0	0.0	1	5	-5
O=S(=O)(c1ccc(Cl)cc1)N1CCN(CCc2ccncc2)CC1	-16	0.0	-0.9	2	0.0	-4	-9	-3
Further structures follow.
SMILES	INS-1E GSIS act	E-sel inducer	CFTR F508del cor	DENV2 CPE	XiGFP reactiv	Casp6 inh	RAD54 branch	RAD52 inh
COc1ccc(/C=C/CN2CCN(CC(C)C)C(CCO)C2)cc1 (stereo not drawn)	-2	-0.1	6.8	1	0.1	-1	/	-10
O=S(=O)(NCCc1ccccc1)c1cnc(Cl)c(Br)c1	4	-1.2	2.4	4	0.6	0	-4	-9
O=C(Nc1ccccc1)Nc1ccc2c(c1)[C@H]1C[C@@H](CC(=O)N3CCCCC3)O[C@@H](CO)[C@H]1O2	9	0.4	-2.6	-4	0.0	1	5	0
Cc1c(C(=O)NNC(=O)c2ccncc2)oc2ccc(Br)cc12	-11	0.2	-1.2	2	-0.1	21	0	-17
CC(C)C(NC(=O)c1ccc2c(c1)OCO2)C(=O)N/N=C\c1ccco1 (stereo not drawn)	-12	/	0.3	-1	/	-2	-6	-8
CC(=O)c1ccc(NC(=O)c2sc3nc4n(c(=O)c3c2C)CCCCC4)cc1	-17	/	1.7	7	0.0	2	-3	-3
C[C@H](CO)N1C[C@H](C)[C@H](CN(C)Cc2ccncc2)Oc2ncc(C#CCN(C)C)cc2C1=O	11	1.0	1.0&0.0	19&-4	-0.8	-1&-1	1&-6	-9&-3
O=C(C[C@H]1CC[C@@H](NC(=O)C2CCC2)[C@@H](CO)O1)NCc1ccccc1Cl	-16	0.3	-1.1	4	-0.7	2	5	8
CC(C)(C)NC(=O)COC(=O)CCC(=O)c1cccs1	-3	/	-6.2	-2	0.0	-2	/	-15
CCOC(=O)c1c(NC(=O)Cc2ccccc2)sc2c1CC(C)(C)NC2(C)C	17	-1.1	-2.0	5	0.0	2	-1	27
COc1ccccc1S(=O)(=O)N[C@@H]1CC[C@H](CCn2cc(C3CC3)nn2)O[C@H]1CO	0	0.0	-2.8	2	1.7	1	-14	0
Cc1ccc(NC(=O)CN(c2ccc(Cl)cc2)S(=O)(=O)c2cc([N+](=O)[O-])ccc2Cl)cc1	1	-2.8	/	1	0.0	-3	/	1
C[C@H]1CN([C@@H](C)CO)C(=O)c2cc(-c3cccc(F)c3)cnc2O[C@@H]1CN(C)Cc1ccccc1	-11	0.6	1.3	-12	-0.4	2	-3	11
Cc1ccc(-n2c(=O)cc(N3CC(C)OC(C)C3)[nH]c2=O)cc1 (stereo not drawn)	/	/	-3.2	11	-0.1	0	5	-5
CC1CCC2(CC1)NC(=O)N(CC(=O)NCc1cccs1)C2=O (stereo not drawn)	-1	-2.3	/	-3	0.5	-1	/	-1
Fc1ccc2cc(-c3ccccc3)ncc2c1	13	0.0	-0.9	8	0.0	1	-5	-14
COc1ccccc1OCC(O)CN1CCOCC1 (stereo not drawn)	0	0.1	-3.4	-2	0.3	0	-12	-6
COc1ccc(NC(=O)Cn2nnc(C(=O)NCCc3ccccc3)c2N)cc1	6	-0.3	0.3	1	0.0	22	/	-42
